DRD3 antagonist: D3 dopamine receptor (human) antagonism | D3R cells, DiscoveRx beta-arrestin luminescence, antagonist mode; active compounds read low | max response, negative = inhibition, % | 360,000 tested, 2.5% active; in the data active means max response below about -50%; inconclusive means no clear call, values can overlap the other calls; further: on the % scale 0 is the no-effect control and ±100 the full control effect; mostly tested at two doses, the higher about 12 µM
Target sequence (P35462 whole entry, looked up): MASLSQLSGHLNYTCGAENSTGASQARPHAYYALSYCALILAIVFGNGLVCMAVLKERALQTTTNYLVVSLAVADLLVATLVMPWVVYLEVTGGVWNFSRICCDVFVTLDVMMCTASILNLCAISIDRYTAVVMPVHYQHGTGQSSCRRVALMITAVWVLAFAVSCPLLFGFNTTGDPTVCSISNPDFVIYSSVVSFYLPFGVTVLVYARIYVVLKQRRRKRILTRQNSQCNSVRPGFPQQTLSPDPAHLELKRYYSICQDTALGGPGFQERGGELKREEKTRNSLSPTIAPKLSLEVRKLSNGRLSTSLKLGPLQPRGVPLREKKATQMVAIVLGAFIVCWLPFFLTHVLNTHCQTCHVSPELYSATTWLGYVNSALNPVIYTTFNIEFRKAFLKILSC
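Cells expressing the human receptor were seeded at 1500 cells/well, incubated overnight at 37 degrees C in 5% CO2, then exposed to library compounds with dopamine controls for 90 minutes at 37 degrees C before luminescent detection.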
PI5P4K alpha inh: PI5P4K alpha (human) kinase inhibition | P48426 | AID 652105 | 330,000 tested, 1.2% active | max response, % | PI5P4Kalpha enzyme, ADP-Glo luminescence, 60 min; active compounds read low; active means max response of -50% or lower; inconclusive means between -30% and -50%; inactive means -30% or higher; further: value at the top dose of about 77 µM; on the % scale 0 is the no-effect control and ±100 the full control effect
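Controls without substrate or without enzyme flank wells where PI5P4Kalpha converts substrate using 5 microM ATP (final). Incubation lasts 60 minutes at room temperature; ADP formed is read by ADP-Glo luminescence.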
GLP1R inv ag: GLP-1 receptor (human) inverse agonism | P43220 | Potency, µM (top dose mostly 38.3 µM), without a hit: at the top dose activity change, negative = inhibition, usual class: inhibitors | HEK293 GLP-1R CRE-luciferase, luminescence, 24 h; GLP-1R form is constitutively active | 410,000 tested, 1.6% active; further: potency means the concentration at half of the fitted maximal effect; on the % scale 0 is the no-effect control and ±100 the full control effect; nearly all actives have a fitted effect of over 55% in size
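Seeding at 200 cells/uL, 12 h culture, 24 hr compound treatment, then luciferase reagent and a luminescence read; cells are HEK293 stably expressing a constitutively active GLP-1R plus cAMP-responsive luciferase.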
IL2 activator: activators of IL-2 | IL-2 activation reporter assay, cell-based qHTS; stimulated with anti-CD3/CD4/CD28 beads; in transgenic mouse T cells | activation, % (series mostly up to about 46 µM) | 360,000 tested, 0.065% active; in the data active means activation above about 50%; inconclusive means mostly about 30% to 49%; further: 0% is about no effect
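Unstimulated transgenic mouse T cells, 750 per well, received compound and, after 60 minutes, anti-CD3/anti-CD4 bead plus anti-CD28 stimulation. EGFP and DsRed were quantified after 18 hours.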
HEK293 tox: cytotoxic in the GLP-1 receptor inverse agonist counter-screen | HEK293 cAMP-luciferase reporter cells, luminescence, 24 h | Potency, µM (doses to about 38.3 µM), for the others: at the highest dose activity change, negative = inhibition, most hits filed as inhibitors | AID 624418 | 410,000 tested, 0.13% active;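 further: loss of luciferase light is scored as toxicity; potency means the concentration at half of the fitted maximal effect; on the % scale 0 is the no-effect control and ±100 the full control effect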
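Here, cytotoxicity is scored as loss of luminescence. The MLSMR collection was tested on cells seeded in medium containing 10% Nu serum, with a 24 hr compound exposure preceded by 12 hours of culture.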
GLP-1R agonist: activates the human GLP-1 receptor | P43220 | HEK293 GLP-1R CRE-luciferase, luminescence, 4-6 h; cells express a hypersensitive GLP-1R form | Potency, µM (titrated, usually from 45.6 µM), without a hit: at the top dose activation, actives largely listed as activators | 380,000 tested, 0.007% active | AID 624172; further: potency means the concentration at half of the fitted maximal effect; % of control where 0% means no effect
PLK1 PBD block: blocks phosphopeptide binding to human PLK1 polo-box domain; P53350; Plk1 PBD binding of FITC phosphopeptide, fluorescence polarization; Potency, µM, for the others: max response, negative = inhibition, usual class: inhibitors; 360,000 tested, 2.8% active; AID 720504; further: potency means the concentration at half of the fitted maximal effect; series mostly up to about 57 µM; on the % scale 0 is the no-effect control and ±100 the full control effect; nearly all actives have a fitted effect of over 65% in size
Target sequence (P53350 whole entry, looked up, the tested form may be a part): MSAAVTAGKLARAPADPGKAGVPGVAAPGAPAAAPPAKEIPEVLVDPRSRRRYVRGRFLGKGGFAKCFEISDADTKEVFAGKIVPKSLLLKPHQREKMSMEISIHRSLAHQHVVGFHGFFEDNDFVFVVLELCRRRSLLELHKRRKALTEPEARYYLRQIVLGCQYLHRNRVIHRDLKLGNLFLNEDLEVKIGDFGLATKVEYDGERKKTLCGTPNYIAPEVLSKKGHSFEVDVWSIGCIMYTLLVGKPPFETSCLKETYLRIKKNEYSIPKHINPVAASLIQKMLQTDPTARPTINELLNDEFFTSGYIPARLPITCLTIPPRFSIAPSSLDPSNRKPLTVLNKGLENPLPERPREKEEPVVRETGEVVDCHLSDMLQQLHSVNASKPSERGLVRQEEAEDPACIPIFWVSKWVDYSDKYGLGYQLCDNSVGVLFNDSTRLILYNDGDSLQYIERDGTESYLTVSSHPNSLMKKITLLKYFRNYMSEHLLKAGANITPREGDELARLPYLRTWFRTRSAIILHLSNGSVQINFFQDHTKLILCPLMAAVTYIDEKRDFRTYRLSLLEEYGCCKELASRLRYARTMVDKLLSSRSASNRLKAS
WRN helicase inh: inhibitors of human WRN helicase | Q14191 | WRN helicase unwinding, fluorescent forked duplex, kinetic | Potency, µM (highest dose often 114 µM), for inactives: top-dose activity change, negative = inhibition, actives largely listed as inhibitors | 360,000 tested, 0.46% active; further: potency means the concentration at half of the fitted maximal effect; on the % scale 0 is the no-effect control and ±100 the full control effect; nearly all actives have a fitted effect of over 55% in size
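Primary qHTS, 1536-well format. 20 nM WRN + compound, 15 min RT; start with 100 nM forked fluorophore/quencher duplex, 2 mM ATP (final); kinetic read ex 525/em 598 nm.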
DRD3 agonist: agonists of human D3 dopamine receptor. P35462. 410,000 tested, 0.58% active. max activation, %. D3R DiscoveRx beta-arrestin cells, luminescence, 90 min. AID 652048; in the data active means max activation above about 30%; further: 0% is about no effect; mostly tested at two doses, the higher about 12 µM
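Agonist-mode cell screen: cells plated at 1500/well and incubated overnight at 37 °C, then exposed to library compounds for 90 min at 37 °C. Detection reagent was added for 30–60 min at room temperature, and luminescence was read.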
Starred values were filed as active, the others as inactive; ? = inconclusive; . = not tested or not shown; & = joins results of further samples; [ ] = another dose, or the depositor's remark. Unless noted, the call rests on the fitted dose curve; in most records, active means well fitted curve in the direction sought with a large enough effect; inconclusive means small, poorly fitted or top-dose-only effect, or another doubt; inactive means no such curve, though single readings can be large; an effect the other way counts as inactive or inconclusive.

SMILES	DRD3 antagonist	PI5P4K alpha inh	GLP1R inv ag	IL2 activator	HEK293 tox	GLP-1R agonist	PLK1 PBD block	WRN helicase inh	DRD3 agonist
COc1ccc(CN2CCN(C(=O)C3CCC(CNS(=O)(=O)c4ccc(C)cc4)CC3)CC2)c(OC)c1OC (stereo unspecified)	-1	1	?	-4.3	-2%	17%	-6%	1%	2
Cc1ccc2occ(C(c3nnnn3C3CCCC3)N3CCN(C(=O)c4ccco4)CC3)c(=O)c2c1 (stereo unspecified)	18	.	?	2.7	-27%	6%	-7%	-2%	11
C=CCSc1nc2c(c(=O)[nH]1)C(c1ccccc1)C(C#N)=C(N)O2 (stereo unspecified)	2	?	-2%	-0.1	-2%	2%	0%	-12%	-2
CC1CN(C(=O)CN2C(=O)NC3(CCCCCCC3)C2=O)CC(C)O1 (stereo unspecified)	-11	.	2%	-0.3	15%	12%	-10%	-9%	19
CCOc1ccccc1NC(=O)CSc1nnc(Cn2c(=O)sc3ccccc32)n1C	-6	-1	9%	1.0	-19%	8%	-7%	5%	-1
COc1ccc(CC(=O)N[C@@H]2c3ccccc3CC[C@@H]2OCc2ccccc2)cc1	0	0	-8%	-0.9	-5%	1%	-6%	2%	1
Cc1cccc(CS(=O)(=O)Cc2ccc(C(=O)NCCc3ccccc3)o2)c1	1	4	?	6.4	-24%&-5%	-1%	27µM*	-2%	9&13
CC(C)Oc1ccc(N2CC(C(=O)Nc3ccc(N4CCOCC4)cc3)CC2=O)cc1 (stereo unspecified)	3	2	16%	-0.8	48%[activator]	4%	-6%	-11%	-3
Cc1cc(NC(=O)CSc2nc(-c3ccc(Br)cc3)nc3c2c(=O)n(C)c(=O)n3C)no1	-15	-4	14%	-2.0	-6%	-3%	-1%	-10%	-3
COc1cccc(NC(=S)NC2CC(C)CC(C)(C)C2)c1 (stereo unspecified)	9	8	8.9µM*	-3.1	?	0%	0%	-2%	5
CCOCC(=O)NCc1ccc2c(c1)OCO2	60	-5	13%	0.1	7%	0%	-9%	11%	-14
Cc1ccc(NC(=O)COc2coc(CN3CCc4ccccc4C3)cc2=O)c(C)c1	11	2	?	-0.8	7%	-11%	-10%	-19%	-3
CSc1nc(C(=O)N2CCCC(Nc3ccc(C)c(C)c3)C2)cs1 (stereo unspecified)	5	6	?	-0.7	6%	14%	-1%	-1%	4
O=C(c1ccc(COc2ccc(Cl)cc2)o1)N1CCN(Cc2ccc3c(c2)OCO3)CC1	-19	.	?	-1.1	-16%	16%	0%	-14%	-17
COC(=O)CON1C(=O)c2ccccc2C1=O	-13	.	-5%	-2.8	7%	-10%	-1%	-1%	1
COc1ccc(C2Nc3ccccc3C(=O)N2O)cc1CN1CCOCC1 (stereo unspecified)	-6	-2	2%	0.0	-3%	-6%	-11%	-23%	-5
CC(=O)Nc1cccc(C(=O)OC(C)C(=O)NC(=O)NC2CCCCC2)c1 (stereo unspecified)	10	-2	-8%	-1.8	-4%	-3%	-1%	1%	3
O=C(CN(C1CCCCC1)S(=O)(=O)c1ccc(F)cc1)Nc1ccc2c(c1)OCO2	2	-9	0%	-3.6	-11%	-5%	-10%	-5%	0
Cc1ccc(CNC(=O)Cn2c(=O)n(CC(=O)N3CCCCC3)c(=O)c3sccc32)cc1	20	9	-1%	-1.0	1%	3%	-4%	-1%	-3
COC(=O)c1[nH]c2ccc(C)cc2c1NC(=O)CN1CCC(C)CC1	-5	-5	6.3µM*	-1.5	-19%	-6%	-2%	-4%	-7
CCOC(=O)COc1ccc(F)cc1C(=O)c1ccn2nc(-c3ccc(Cl)cc3)cc2n1	.	.	4%	.	-1%	0%	.	.	6
CCC(Nc1nc(-c2ccccc2)nc2ccccc12)C(=O)O (stereo unspecified)	?	.	1%	-2.1	-15%	-2%	-16%	-6%	4
C=CCSc1nnc(NC(=O)C2=COCCO2)s1	20	4	-1%	-1.1	-10%	3%	-8%	0%	0
Cc1cccc(CCNC(=O)c2cccc3c2C(=O)N(C2CCCCC2)C3)c1	17	4	?	-1.8	-4%	16%	-5%	-15%	5
COc1ccccc1NC(=O)CCNS(=O)(=O)c1ccc2[nH]c(=O)oc2c1	6	-12	1%	2.6	-1%	-1%	30µM*	-14%	1
Additional records follow:
SMILES	DRD3 antagonist	PI5P4K alpha inh	GLP1R inv ag	IL2 activator	HEK293 tox	GLP-1R agonist	PLK1 PBD block	WRN helicase inh	DRD3 agonist
COc1cc2ccccc2cc1C(=O)Nc1ccccc1N1CCN(S(C)(=O)=O)CC1	24	4	0%	-4.9	10%	-2%	-1%	-20%	3
CCOC(=O)CSc1ccc2nnc(CCNS(=O)(=O)c3ccc(C)cc3)n2n1	4	-5	0%	-0.5	4%	12%	-3%	-3%	-2
CC(C)n1nnnc1C1c2ccccc2C(=O)N1CCCN1CCOCC1 (stereo unspecified)	-12	-2	27%	1.5	7%	-8%	0%	0%	2
CC1(C(=O)NCc2ccco2)Cc2c(-c3cccc(C(N)=O)c3)ccnc2O1 (stereo unspecified)	26	6	?	-0.8	-28%	20%	0%	-3%	3
COc1ccc(NCN2C(=O)C3C4C=CC(C4)C3C2=O)cc1 (stereo unspecified)	-3	-8	-20%	-0.8	-2%	8%	0%	3%	5
O=c1c2ccccc2nnn1CSc1nc2sc3c(c2c(=O)n1CC1CCCO1)CCC3 (stereo unspecified)	-16	.	38%[activator]	-1.6	-1%	11%	-5%	-5%[57.1 µM]	9
CC1CCC(NC(=O)C2CCC(CNc3c(N4CCCCC4)c(=O)c3=O)CC2)CC1 (stereo unspecified)	9	4	40%[activator]	2.9	2%	6%	2%	-6%	0
CN1CCN(C(=O)c2ccc(C(F)(F)F)cc2)CC1	5	1	-1%	0.1	-3%	-5%	-3%	4%	-9
CC(c1ccon1)N(C)Cc1cn(C)nc1-c1ccc2c(c1)OCCO2 (stereo unspecified)	19	7	-7%	-0.7	-1%	11%	-7%	-5%	9
COc1ccc(N2CCN(C(=O)C3CCN(S(=O)(=O)c4ccc5c(c4)oc(=O)n5C)CC3)CC2)cc1	-13	3	-4%	0.0	-31%	-1%	0%	-1%	1
CCOC(=O)C1CCCN(S(=O)(=O)c2cc(C(=O)OC)n(C)c2)C1 (stereo unspecified)	32	1	-16%	-4.5	12%	5%	-3%	-2%	9
O=C(CC1SC(N2CCCC2)=NC1=O)Nc1ccc(C(=O)N2CCCC(C(F)(F)F)C2)cc1 (stereo unspecified)	5	1	-1%	0.1	17%	-10%	-8%	-11%	-5
Cn1cnc(S(=O)(=O)N2CCc3ccccc32)c1	0	3	-10%	1.8	-5%	0%	-17%	6%	1
CSc1cccc(NC(=O)Nc2ccc(Cl)cc2)c1	?	-5	?	0.2	-17%	-2%	1%	-24%	-4
CCOc1ccc(-c2nc(C#N)c(NCc3ccc4c(c3)OCO4)o2)cc1	23	0	9%	-2.3	9%	17%	-3%	-2%	2
O=C(COC(=O)c1ccc(O)cc1)Nc1cccc(S(=O)(=O)N2CCCCC2)c1	12	0	?	-0.9	-7%	9%	-4%	-13%	3
CCOc1ccc(-c2csc(Cn3c(CN4CCN(C)CC4)nc4ccccc4c3=O)n2)cc1	36	-10	1%	-1.8	?	1%	24µM*	?	22
O=C(CCN1C(=O)c2ccccc2S1(=O)=O)Nc1ccc(F)c([N+](=O)[O-])c1	-9	0	7%	1.6	-1%	-2%	-7%	-8%	-7
Cc1cc(=O)[nH]c2cc(Cl)ccc12	2	.	97%[activator]	-3.3	14%	2%	-2%	-9%	2
CCN(CC)C(=O)c1scc2c1OCCO2	?	0	-27%	-0.4	-1%	0%	-17%	5%	-4
COC(=O)CSC(=S)N1CCCC(C)C1 (stereo unspecified)	-1	2	6%	0.4	-4%	3%	2%	-9%	1
COc1ccccc1NC(=O)CSc1nnnn1-c1ccc2c(c1)OCO2	11	.	-19%	1.2	-12%	1%	2%	-7%	3
CCN1CCN(C(CNS(=O)(=O)c2ccc(Cl)cc2)c2ccccc2)CC1 (stereo unspecified)	-12	-2	?	1.0	-1%	0%	?	0%	-12
CSc1ccccc1NC(=O)C1(C)CCN1C(=O)Cc1ccc(Cl)cc1Cl (stereo unspecified)	0	14	?	1.7	-5%	4%	2%	-7%	0
Cc1cc(=O)c(C(=O)Nc2cccc(N3CCCC3=O)c2)nn1-c1ccccc1Cl	-2	3	25%	0.5	12%	-2%	-12%	-17%	-1
Later entries:
SMILES	DRD3 antagonist	PI5P4K alpha inh	GLP1R inv ag	IL2 activator	HEK293 tox	GLP-1R agonist	PLK1 PBD block	WRN helicase inh	DRD3 agonist
O=C(/C=C/c1cccs1)NC(=S)NNC(=O)Cc1cccs1	-80*	-24	-14%	-0.3	-4%	-9%	-14%	3%	4
O=c1c2ccccc2c(-c2ccccc2)nn1-c1cc(Cl)ccc1[N+](=O)[O-]	-15	-4	?	-3.0	0%	1%	-16%	-6%	-5
COc1ccc(NC(=O)c2cc3ccccc3cc2OC)cc1OC	12	-3	37%[activator]	0.5	0%	33%	-21%	-6%	0
CCOc1ccc(-c2noc([C@@H]3O[C@H](CO)[C@@H](O)[C@H]3O)n2)cc1	-17	-2	21%	-0.4	3%	1%	0%	2%	4
O=C(CSc1ncnc2ccccc12)c1ccc2c(c1)OCCO2	4	1	?	-0.4	-7%[1.53 µM]	3%	-13%	-6%[57.1 µM]	-1
COc1cc(C(=O)N2CCN(Cc3ccc4c(c3)OCO4)CC2)cc(OC)c1OC	12	-2	6%	0.5	?	1%	7%	-15%	4
O=c1[nH]c(N/N=C/c2ccccc2Br)nnc1-c1ccccc1	15	-11	-1%	0.3	-16%	-3%	3%	-13%	2
CCc1ccc(C2=NN(C(=O)OC)C(O)(C(F)(F)F)C2)cc1 (stereo unspecified)	-13	.	7.9µM*	-0.3	0%	-1%	1%	0%	8
Cc1cc(O)c(C(C)C)cc1NC1=NS(=O)(=O)c2ccccc21	-26	-3	0%	0.0	6%	5%	-3%	-14%	-2
